RXFP1 agonist – qHTS Assay for Agonists of the Relaxin Receptor RXFP1. Relaxin receptor 1 (Homo sapiens), Q9HBX9. HEK293T-RXFP1 cAMP TR-FRET, 30 min; response scale: percent of porcine relaxin response, buffer zero. Potency, µM (top dose mostly 57.5 µM), inactives show top-dose activation, actives largely listed as activators. 370,000 tested, 0.3% active. AID 2676, 2010; note: % is set by controls: 0 for no effect and ±100 for the full control effect; nearly all actives have a fitted effect of over 60% in size; many of its hits are not listed in these tables
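HEK293T cells stably expressing RXFP1 were pretreated with the PDE4 inhibitor Ro 20174, exposed to compounds for 30 min at 37C, lysed, and cAMP was read by TR-FRET. Data normalized to buffer (basal) and 29 nM porcine relaxin (100%).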
Vif-A3G inh – qHTS for Inhibitors of Vif-A3G Interactions: qHTS | HeLa A3G-eYFP + Vif (tagged APOBEC3G with the HIV-1 protein that degrades it), YFP fluorescence, overnight | AID 602310, 2012 | DNA dC->dU-editing enzyme APOBEC-3G (Homo sapiens), Q9HC16 | Potency, µM (series often up to 46.1 µM), for the others: top-dose activity, negative = active, usual class: inhibitors | 410,000 tested, 0.076% active;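 note: % is set by controls: 0 for no effect and ±100 for the full control effect; nearly all actives have a fitted effect of over 60% in size; hits raise eYFP signal because A3G escapes Vif-driven loss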
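HeLa cells stably expressing Vif and C-terminally eYFP-tagged A3G, seeded overnight at 37 deg C, then exposed to compound by pintool overnight at 37 deg C. Rise in yellow fluorescence (Ex 488/Em 500-530, Acumen) marks blocked Vif-driven A3G degradation.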
RGS4 inh – Inhibitors of Regulator of G Protein Signaling (RGS) 4: qHTS. Potency, µM (titrated, usually from 114 µM), without a hit: at the top dose activity change, negative = inhibition, usual class: inhibitors. 390,000 tested, 0.039% active. Regulator of G-protein signaling 4 (Homo sapiens), P49798. Transcreener GDP fluorescence polarization, RGS4-accelerated GTP hydrolysis; note: % is set by controls: 0 for no effect and ±100 for the full control effect; nearly all actives have a fitted effect of over 75% in size; some results filed as inactive show a strong effect at the top dose
Target sequence (P49798 whole entry, looked up): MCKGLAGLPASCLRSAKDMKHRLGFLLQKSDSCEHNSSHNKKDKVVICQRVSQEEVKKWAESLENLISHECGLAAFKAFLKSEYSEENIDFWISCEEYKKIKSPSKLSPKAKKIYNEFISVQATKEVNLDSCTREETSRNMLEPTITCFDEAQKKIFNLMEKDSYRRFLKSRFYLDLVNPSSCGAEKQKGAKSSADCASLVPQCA
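MLSMR compounds (23 nl, pin-transferred) preincubated 10 min at room temperature with a 500nM (2x) first reagent, then RGS4 at 900nM (2x) plus Transcreener GDP mix added; fluorescence polarization (620/688 nm) read before and after 90 min at 30 °C.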
Vif-A3F inh – qHTS for Inhibitors of Vif-A3F Interactions: qHTS. HeLa A3F-eYFP + Vif (tagged APOBEC3F with the HIV-1 protein that degrades it), YFP fluorescence increase. Potency, µM (series often up to 46.1 µM), inactives show top-dose activity, negative = active. 390,000 tested, 0.2% active. AID 602313, 2012; note: % of control where 0% means no effect; nearly all actives have a fitted effect of over 65% in size
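HeLa cells stably expressing Vif plus C-terminally eYFP-tagged A3F were seeded, incubated overnight at 37 deg C, dosed with compound, incubated overnight again at 37 deg C. Yellow fluorescence (Ex 488/Em 500-530) reported blocked Vif-mediated A3F-eYFP degradation.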
TrxR1 substrate – qHTS Assay for Substrates of Mammalian Selenoprotein Thioredoxin Reductase 1 (TrxR1): qHTS | purified TrxR1 substrate turnover, NADPH consumption readout | 390,000 tested, 0.01% active | AID 588456, 2011 | Thioredoxin reductase 1, cytoplasmic (Rattus norvegicus), O89049 | Potency, µM (highest dose often 114 µM), inactives show top-dose activity change, negative = substrate turnover; note: % is set by controls: 0 for no effect and ±100 for the full control effect; nearly all actives have a fitted effect of over 50% in size
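Rat TrxR1, dispensed at 90 nM, was prereduced with 400 uM NADPH (final) for 5 min at ~22 deg C, then incubated with compound 15 min before 400 uM selenite. A first-read NADPH fluorescence drop versus no-compound background flagged substrates.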
TrxR1 inh – qHTS Assay for Inhibitors of Mammalian Selenoprotein Thioredoxin Reductase 1 (TrxR1): qHTS | recombinant rTrxR1, NADPH fluorescence consumption, selenite substrate | Potency, µM (highest dose often 114 µM), for inactives: at the top dose activity change, negative = inhibition, most hits filed as inhibitors | 390,000 tested, 1% active; note: % is set by controls: 0 for no effect and ±100 for the full control effect; nearly all actives have a fitted effect of over 65% in size
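Rat TrxR1 (90 nM in the dispensed reagent) was pre-reduced with 400 uM NADPH for 5 min at room temperature, then incubated with compound for 15 min. After 400 uM selenite was added, NADPH fluorescence (Ex 340/Em 450 nm) was followed for 8 min.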
USP1-UAF1 inh – Inhibitors of USP1/UAF1: Primary Screen | recombinant USP1/UAF1, Ub-Rhodamine cleavage fluorescence | 390,000 tested, 0.23% active | Potency, µM (highest dose often 57.1 µM), for inactives: at the highest dose activity change, negative = inhibition, actives largely listed as inhibitors | AID 743255, 2014 | Ubiquitin carboxyl-terminal hydrolase 1 (Homo sapiens), O94782; note: % is set by controls: 0 for no effect and ±100 for the full control effect; nearly all actives have a fitted effect of over 60% in size; inactives centre near -12
Target sequence (O94782 whole entry, looked up): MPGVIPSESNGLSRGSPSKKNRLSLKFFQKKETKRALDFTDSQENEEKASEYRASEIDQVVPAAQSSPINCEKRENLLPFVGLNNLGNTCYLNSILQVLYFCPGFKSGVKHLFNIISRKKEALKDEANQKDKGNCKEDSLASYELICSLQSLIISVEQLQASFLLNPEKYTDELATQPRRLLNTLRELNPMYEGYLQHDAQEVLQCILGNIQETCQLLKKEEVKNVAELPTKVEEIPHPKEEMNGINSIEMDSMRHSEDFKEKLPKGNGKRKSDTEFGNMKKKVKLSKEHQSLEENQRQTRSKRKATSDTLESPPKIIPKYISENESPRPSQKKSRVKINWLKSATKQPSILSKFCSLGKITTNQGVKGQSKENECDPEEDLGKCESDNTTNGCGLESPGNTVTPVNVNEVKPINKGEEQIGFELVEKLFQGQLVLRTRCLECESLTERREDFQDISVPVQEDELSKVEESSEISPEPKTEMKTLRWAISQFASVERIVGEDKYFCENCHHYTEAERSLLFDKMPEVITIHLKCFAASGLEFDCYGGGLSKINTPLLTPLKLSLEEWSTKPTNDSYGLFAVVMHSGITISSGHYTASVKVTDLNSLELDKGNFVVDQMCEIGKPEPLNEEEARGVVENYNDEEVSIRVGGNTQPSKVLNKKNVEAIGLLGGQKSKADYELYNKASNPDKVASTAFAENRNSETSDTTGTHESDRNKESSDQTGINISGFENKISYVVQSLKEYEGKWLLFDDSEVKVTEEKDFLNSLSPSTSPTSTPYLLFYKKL
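USP1/UAF1 complex at 1 nM was preincubated with compound for 15 min at room temperature, then Ub-Rho substrate (150nM final) was added. Fluorescence (480/540 nm) was read kinetically, 6 reads every 60 seconds.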
IDH1 R132H inh – qHTS for Inhibitors of mutant isocitrate dehydrogenase 1 (IDH1): qHTS. IDH1-R132H enzyme, NADPH consumption, diaphorase/resazurin fluorescence. Potency, µM (titrated, usually from 76.6 µM), inactives show at the highest dose activity change, negative = inhibition, most hits filed as inhibitors. AID 602179, 2012. 390,000 tested, 0.093% active; note: % is set by controls: 0 for no effect and ±100 for the full control effect; nearly all actives have a fitted effect of over 65% in size
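IDH1-R132H (0.5 ug/mL dispensed) in pH 7.5 Tris buffer was preincubated 30 min with compound, then given a substrate mix of 0.016 mM NADPH and 2 mM alpha-KG for 80 min at room temperature; remaining NADPH was read by diaphorase/resazurin fluorescence.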
ALOX12 inh – Primary qHTS assay for inhibitors of human arachidonate 12S-lipoxygenase (ALOX12): Round 2; AID 1671190, 2021; 580,000 tested, 1.1% active; Potency, µM (titrated, usually from 108 µM), without a hit: at the highest dose activity change, negative = inhibition, actives largely listed as inhibitors; purified 12hLO, xylenol orange hydroperoxide absorbance; note: % is set by controls: 0 for no effect and ±100 for the full control effect
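Purified human 12hLO (150 nM final) in 25 mM Hepes, 0.01% Triton X-100, pH 7.0 was preincubated 15 min at room temperature with compound. Then 40 uM arachidonic acid was added, 30 min. Hydroperoxide was read by Fe-XO absorbance ratio 573/405 nm.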
Starred values were filed as active, the others as inactive; ? = inconclusive; / = not tested or not shown; & = joins results of further samples; [ ] = remark or other dose. Calls come from the whole dose curve; as a rule, active = well fitted curve in the direction sought with a large enough effect; inconclusive = small, poorly fitted or top-dose-only effect, or another doubt; inactive = no such curve, though single readings can be large; an effect the other way counts as inactive or inconclusive. Potency is the fitted concentration of half-maximal effect. Only part of the results is shown. The share of hits here may be higher or lower than overall.

no.	structure	RXFP1 agonist	Vif-A3G inh	RGS4 inh	Vif-A3F inh	TrxR1 substrate	TrxR1 inh	USP1-UAF1 inh	IDH1 R132H inh	ALOX12 inh
1	Cc1ccc(NC(=O)CSc2nnc(-c3cc4occc4n3C)n2-c2ccccc2C)c(C)c1	-1.3%	10%	-11%	3%	-4%	21%	-24%	-16%	?
2	Cc1cc(NC(=O)CN2C(=O)NC(CCc3ccccc3)C2=O)no1 (stereo not given)	0.0%	3%	-8%	-1%	10%	17%	-9%	5%	-4%
3	N/C(=N\OC(=O)COc1ccccc1)c1ccc(Cl)cc1	0.2%	-1%	-26%	6%	-4%	9%	-14%	5%	-1%
4	CCOC(=O)N1CCN(C(=O)c2cc3c(=O)[nH]c4ccccc4c3s2)CC1	15%	-1%	9%	-20%	16%	-15%	0%	3%	-23%
5	CC(Sc1nc2ccccc2s1)C(=O)c1c(N)n(C)c(=O)n(C)c1=O (stereo not given)	3.4%	-3%	-12%	-7%	-1%	12%	-19%	-1%	5%
6	CCCNC(=O)c1ccc2snnc2c1	0.1%	-1%	-17%	-5%	6%[57.1 µM]	24%[57.1 µM]	-14%	7%	19%
7	O=S(=O)(c1ccc(Cl)nc1)N1CCCCC1	2.8%	0%	0%	1%	2%	21%	4%	0%	?
8	Cc1ccc(/C=C/C(=O)c2ccccc(=O)c2O)cc1C	-0.2%	-20%	-46%	?	-4%[57.1 µM]	?	-18%	7%	45µM*
9	S=C(NCc1cccnc1)Nc1cc(Cl)cc(Cl)c1	1.6%	-8%	-8%	9%	-1%	-3%	-5%	-2%	0%
10	C=C(C)C(COc1c2occc2cc2ccc(=O)oc12)OC(C)(C)C(O)COc1c2occc2cc2ccc(=O)oc12 (stereo not given)	/	-2%	-8%	-7%	10%	15%	?	0%	30%
11	Cc1csc2nc(CNC(=O)c3cccc(C(F)(F)F)c3)cn12	1.3%	2%	6%	-4%	7%	14%	-16%	13%	290%[activator]
12	Cc1cccc2cc(C3CC(c4cccs4)=NN3C(=O)CCC(=O)O)c(Cl)nc12 (stereo not given)	-0.4%	-4%	?	5%	11%[57.1 µM]	-2%[57.1 µM]	-14%	0%	-1%
13	COc1ccc(NC(=O)c2cc(-c3ccc(F)cc3)no2)cc1OC	0.2%	-1%	-8%	-1%	-5%	10%	-13%	2%	5%
14	COc1ccc2[nH]c(=O)c(CN(C(C)=O)c3ccc(C)c(C)c3)cc2c1	1.2%	0%	-16%	8%	12%[57.1 µM]	25%	-4%	7%	-9%
15	CN(C)CCCN1C(=O)C(O)=C(C(=O)c2cc3ccccc3o2)C1c1ccccc1 (stereo not given)	?	0%	0%[11.4 µM]	0%	-2%[57.1 µM]	-45%	-11%	3%	?
16	COc1ccc(NC(=O)c2ncoc2-c2ccco2)cc1Cl	-0.7%	3%	6%	-1%	-1%[57.1 µM]	1%[57.1 µM]	5%	-5%	?
17	COc1ccccc1C(=O)Nc1nnc(SCC(=O)Nc2ccc3c(c2)oc2ccccc23)s1	-0.2%	-18%	-38%	?	11%	16%	-6%	-3%	-3%
18	Cc1ccccc1CSc1ncnc2ccccc12	8.5%	0%	-2%	7%	9%[57.1 µM]	16%[57.1 µM]	-18%	2%	-6%
19	COc1cc(C(=O)NNC(=O)COc2ccc(C)cc2)ccc1OCC(=O)N1CCOCC1	-1.5%	-8%	2%	-29%	-3%	-5%	0%	-7%	2%
20	O=C(COC(=O)c1c[nH]c(=O)[nH]c1=O)Nc1ccccc1	2.0%	2%	-23%	-6%	4%[57.1 µM]	-4%[57.1 µM]	-4%	6%	-9%
21	CC(=O)c1ccc(S(=O)(=O)N2CCCc3ccccc32)cc1	-1.8%	8%	11%	-27%	3%	14%	-11%	11%	0%
22	COc1cc(OC)c(C2Oc3nc(SC)nnc3-c3ccccc3N2C(C)=O)cc1OC (stereo not given)	0.1%	1%	4%	-3%	-2%[57.1 µM]	-3%[57.1 µM]	-5%	-5%	-1%
23	CC1(C)CC(=O)C(C=Nc2ccc(N)cc2)=C(O)C1	-4.1%	0%	-22%	-4%	-16%	-15%	-28%	-8%	0%
24	COc1ccccc1CNC(=O)C(=O)NCC1OCCN1C(=O)c1cccs1 (stereo not given)	0.4%	-1%	1%	4%	-1%	9%	-6%	2%	7%
25	Cn1c(=O)c2c(ncn2CC(=O)N2CCN(S(=O)(=O)c3ccc(F)cc3)CC2)n(C)c1=O	4.6%	3%	12%	2%	3%	26%	-22%	-1%	338%[activator]
26	Cc1ccc2cc(C)c3nnc(SCC(=O)Nc4nc5c(s4)CCCC5)n3c2c1C	0.1%	-15%	0%	-6%	-5%[57.1 µM]	19%	-8%	5%	0%
27	Cc1cc[n+](CC(=O)Nc2cc(C(F)(F)F)ccc2Cl)cc1	-0.7%	0%	11%	0%	8%	25%	-6%	-6%	16%
28	Cc1cc(=O)n2[nH]c(C(F)(F)F)c(-c3ccccc3)c2n1	-0.6%	0%	22%	0%	63%[activator]	30%	-1%	4%	/
29	c1ccc2cc(-c3cc4ccccn4c3)ccc2c1	0.8%	-3%	-36%	-6%	13%	?	-4%	13%	?
30	O=C(CSc1nnnn1-c1ccccc1)NCc1cccs1	-2.4%	-1%	11%	-10%	-8%	19%	-3%	-7%	0%
31	CC(=O)c1cccc(NC(=O)CN2C(=O)NC(C)(c3ccc4c(c3)OCCCO4)C2=O)c1 (stereo not given)	-0.9%	0%	-4%	8%	0%	22%	-12%	-4%	1%
32	CN1C(=O)Cc2cc(S(=O)(=O)N3CCN(c4ccccc4F)CC3)ccc21	-1.1%&4.2%	-1%&-3%	-5%&5%	-5%&-3%	-1%&3%	21%&10%	-18%&-1%	2%&0%	4%&-1%
33	O=C(NCc1cccnc1)C1CC(=O)N(C2CCCCC2)C1 (stereo not given)	5.2%	0%	-7%	-2%	-8%	10%	?	3%	-3%
34	Cn1nc(C(=O)OCC(=O)NCc2ccc(Cl)cc2Cl)c2ccccc2c1=O	/	1%	/	2%	/	/	0%	-4%	-1%
35	Cc1ccc(F)cc1NC(=O)N1CCN(C2c3ccccc3-c3ccccc32)CC1	-0.9%	-4%	-18%	0%	-6%	19%	-23%	12%	0%
36	COc1cc([N+](=O)[O-])cc(/C=N/NC(=O)c2ccc(NC(=O)c3ccc(C)cc3)cc2)c1O	2.5%	2%	-8%	-20%	5%[57.1 µM]	21%[57.1 µM]	-16%	-1%	-9%

Molecules from the list above with a furan ring, fused or not:
no.	structure	RXFP1 agonist	Vif-A3G inh	RGS4 inh	Vif-A3F inh	TrxR1 substrate	TrxR1 inh	USP1-UAF1 inh	IDH1 R132H inh	ALOX12 inh
1	Cc1ccc(NC(=O)CSc2nnc(-c3cc4occc4n3C)n2-c2ccccc2C)c(C)c1	-1.3%	10%	-11%	3%	-4%	21%	-24%	-16%	?
10	C=C(C)C(COc1c2occc2cc2ccc(=O)oc12)OC(C)(C)C(O)COc1c2occc2cc2ccc(=O)oc12 (stereo not given)	/	-2%	-8%	-7%	10%	15%	?	0%	30%
15	CN(C)CCCN1C(=O)C(O)=C(C(=O)c2cc3ccccc3o2)C1c1ccccc1 (stereo not given)	?	0%	0%[11.4 µM]	0%	-2%[57.1 µM]	-45%	-11%	3%	?
16	COc1ccc(NC(=O)c2ncoc2-c2ccco2)cc1Cl	-0.7%	3%	6%	-1%	-1%[57.1 µM]	1%[57.1 µM]	5%	-5%	?
17	COc1ccccc1C(=O)Nc1nnc(SCC(=O)Nc2ccc3c(c2)oc2ccccc23)s1	-0.2%	-18%	-38%	?	11%	16%	-6%	-3%	-3%
